SRC1 inh: SRC1 coactivator transcriptional activity inhibitors, primary screen, cell-based, luminescence. Nuclear receptor coactivator 1 (Homo sapiens), Q15788. HEK293 GAL4-SRC1 luciferase reporter. inhibition, % at 3.6 µM. 360,000 compounds, 0.12% hits. AID 588354, 2011;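 active = inhibition above the campaign mean plus 3 SD, with each screening campaign given its own cutoff, cut at about 60% in these data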;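 note: 0% = DMSO treated cells and 100% = gossypol at 36 µM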
CF NFkB inh: inhibitors of PAF-induced NF-kB signaling, primary screen, cell-based, GFP fluorescence, uHTS. KKLEB NF-kB-GFP reporter, GFP fluorescence overnight. 360,000 compounds, 0.86% hits. inhibition, % at 5 µM;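 active = at least 50% inhibition at 5 µM, scaled per plate between neutral and stimulator controls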;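 note: PAF is a Pseudomonas aeruginosa culture filtrate used as stimulus; plate controls were PAF-stimulated DMSO wells for no effect and unstimulated DMSO wells for full effect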
SRC3 inh: SRC3 coactivator transcriptional activity inhibitors, primary screen, cell-based, luminescence | HEK293 GAL4-SRC3 luciferase reporter | 360,000 compounds, 0.17% hits | inhibition, % at 3.6 µM | Nuclear receptor coactivator 3 (Homo sapiens), Q9Y6Q9;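 active = inhibition above a per-campaign cutoff, the mean of all compounds plus 3 SD, cut at about 60% in these data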;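 note: 0% = DMSO-treated cells and 100% = gossypol-treated cells at 36 µM; higher means less SRC3-driven luciferase light from the GAL4 reporter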
KKLEB tox: cytotoxicity in KKLEB CF airway cells, primary screen, cytotoxicity control for CF NF-kB inhibitor project, cell-based, uHTS, fluorescence assay plates; KKLEB CF airway cells viability, ATPlite luminescence, overnight; stronger effect = lower value; cells stimulated with P. aeruginosa culture filtrate; 360,000 compounds, 0.36% hits; activity change (cytotoxicity), % at 5 µM;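 active = corrected activity change at or below -50% at 5 µM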
TWEAK Fn14 block: inhibitors of TWEAK-Fn14 signaling, primary screen, luciferase reporter cells, uHTS. inhibition, % at 10 µM. 360,000 compounds, 2% hits. TWEAK-stimulated Fn14 reporter cells, luciferase luminescence, 8 h; in the data active = inhibition above about 50%
EBV LMP1 NFkB: EBV LMP1-driven NF-kappaB luciferase reporter inhibitors, primary screen, cell-based, luminescence, single point; LMP1-induced NF-kappaB luciferase reporter cells; 350,000 compounds, 0.69% hits; inhibition, % at 12.5 µM; in the data active = inhibition above about 41%;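 note: 0% = neutral control wells and 100% = reference inhibitor control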
LRH-1 inv ag: LRH-1 (NR5A2) inverse agonists, primary screen, cell-based, luminescence, HEK293T, StAR-luciferase reporter; inhibition, % at 3.6 µM; 360,000 compounds, 0.13% hits; LRH-1 transfected, 24 h; Nuclear receptor subfamily 5 group A member 2 (Homo sapiens), O00482;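 active = inhibition above the mean inhibition of all tested compounds plus 3 SD, cut at about 73% in these data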;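 note: 0% = DMSO wells and 100% = reporter-only cells lacking LRH-1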
Target sequence (O00482 whole entry, looked up): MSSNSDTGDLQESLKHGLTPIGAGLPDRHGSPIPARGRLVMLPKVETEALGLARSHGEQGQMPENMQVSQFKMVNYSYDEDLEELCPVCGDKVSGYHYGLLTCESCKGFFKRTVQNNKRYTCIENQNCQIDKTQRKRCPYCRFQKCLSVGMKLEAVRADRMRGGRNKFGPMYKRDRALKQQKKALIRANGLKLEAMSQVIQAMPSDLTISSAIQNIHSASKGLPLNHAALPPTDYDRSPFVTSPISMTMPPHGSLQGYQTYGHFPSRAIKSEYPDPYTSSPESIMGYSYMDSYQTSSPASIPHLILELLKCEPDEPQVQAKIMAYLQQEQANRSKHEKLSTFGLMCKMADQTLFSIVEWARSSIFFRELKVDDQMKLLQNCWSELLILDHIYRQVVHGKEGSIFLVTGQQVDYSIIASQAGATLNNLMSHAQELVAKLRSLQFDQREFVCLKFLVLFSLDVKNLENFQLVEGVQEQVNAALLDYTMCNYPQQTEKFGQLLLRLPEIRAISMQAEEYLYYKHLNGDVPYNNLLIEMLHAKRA
NR2F2 inh: NR2F2 transcriptional activity inhibitors, primary screen, cell-based, luciferase reporter, HEK293T, luminescence; COUP transcription factor 2 (Homo sapiens), P24468; HEK293T NGFI-A luciferase reporter; inhibition, % at 8.6 µM; 370,000 compounds, 0.7% hits;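 active = inhibition above a per-plate cutoff, mean inhibition of test wells between control levels plus 3 SD, cut at about 38% in these data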;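 note: cells cotransfected with COUP-TFII expression vector driving the NGFI-A reporter; 0% = median of COUP-TF2 test wells and 100% = reporter-only cells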
Target sequence (P24468 whole entry, looked up): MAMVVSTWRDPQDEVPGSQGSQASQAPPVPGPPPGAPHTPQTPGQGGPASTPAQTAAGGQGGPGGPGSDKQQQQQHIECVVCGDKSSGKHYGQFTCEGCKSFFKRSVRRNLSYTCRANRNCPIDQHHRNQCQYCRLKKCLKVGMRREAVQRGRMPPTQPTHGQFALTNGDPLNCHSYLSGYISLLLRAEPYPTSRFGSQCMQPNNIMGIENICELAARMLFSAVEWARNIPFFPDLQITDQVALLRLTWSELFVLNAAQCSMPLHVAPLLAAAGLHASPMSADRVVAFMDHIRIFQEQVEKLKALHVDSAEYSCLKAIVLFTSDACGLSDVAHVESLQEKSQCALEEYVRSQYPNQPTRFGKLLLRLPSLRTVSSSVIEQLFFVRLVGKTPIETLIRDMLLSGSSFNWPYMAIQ
C8 TRAIL sens: viability loss with TRAIL in NB7+C8 cells, primary screen, TRAIL sensitizer project, cell-based, ATPlite luminescence; inhibition (viability loss, TRAIL sensitization), % at 10 µM; 360,000 compounds, 1% hits;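 active = compounds causing at least 50% loss of cell viability in the single-dose screen, relative to plate controls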
TROY signal inh: inhibitors of TROY-driven NF-kB signaling, primary screen, Q293 LMP1-TROYcd cells, NF-kB luciferase, uHTS; Q293 LMP1-TROYcd NF-kB luciferase reporter, 4 h; inhibition, % at 10 µM; 360,000 compounds, 0.98% hits;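 active = compounds whose plate-normalised and pattern-corrected inhibition of the luciferase reporter signal at the single screening dose is 50% or more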
NCOA2 inhibitor: inhibition of GAL4-SRC2 driven luciferase reporter, primary screen, SRC2 inhibitor project, cell-based, luminescence | 370,000 compounds, 0.17% hits | HEK293 GAL4-SRC2 luciferase reporter | inhibition, % at 9 µM;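 active = inhibition above the mean inhibition of all tested compounds plus 3 SD, set per campaign, cut at about 52% in these data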;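 note: 0% = DMSO treated cells and 100% = cells given Gossypol at 36 µM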
An asterisk follows results filed as active; · = no result given. Compounds were not picked by outcome, and some 4.2% of all compounds hit somewhere here.

SMILES	SRC1 inh	CF NFkB inh	SRC3 inh	KKLEB tox	TWEAK Fn14 block	EBV LMP1 NFkB	LRH-1 inv ag	NR2F2 inh	C8 TRAIL sens	TROY signal inh	NCOA2 inhibitor
O=C(Nc1c(-c2ccc3c(c2)OCO3)[nH][nH]c1=O)c1ccccc1	-12	2	12	-22	-3	·	17	0	-17	7	12
Cc1ccc(S(=O)(=O)N2CCOCC2)cc1C(=O)Nc1ccc2c(c1)CCC2	1	7	-4	11	10	-5	7	-3	8	-6	-2
CCc1ccc2c(c1)/C(=N/OC)C(=O)N2	-3	-19	0	6	1	2	1	-2	-9	-9	16
CCCNC(=O)c1ccc(COc2cccc3ccccc23)o1	7	-4	-3	-11	6	2	-1	3	-7	-5	7
CCOC(=O)C(C)Sc1ncnc2c1c(-c1ccccc1)cn2-c1ccc(OC)cc1 (stereo not drawn)	9	5	5	-4	-4	-1	-3	3	6	-1	-20
COC(=O)[C@H]1[C@H]2C[C@@H]3c4[nH]c5cc(OC)ccc5c4CCN3C[C@H]2C[C@@H](OC(=O)c2cc(OC)c(OC)c(OC)c2)[C@@H]1OC	6	15	-2	-23	-2	10	-18	7	9	-3	-12
O=C(O)CCC(=O)/C=C/c1ccccc1	-20	7	20	11	-3	1	7	11	-9	-2	-38
O=C(CN1CCCc2ccccc21)N/N=C/c1ccccc1	-46	-4	-51	-4	-13	-18	-13	-4	-2	-1	-48
COc1ccccc1N(Cc1ccccc1)S(=O)(=O)c1cccc(C(=O)N2CCCCC2)c1	-9	-22	-7	8	8	-4	-24	0	-2	4	8
CCS(=O)(=O)N1CCC(C(=O)Oc2ccc(Br)cc2)CC1	6	-10	7	0	79*	6	3	10	-24	-8	-3

Two records picked at random from those above:
SMILES	SRC1 inh	CF NFkB inh	SRC3 inh	KKLEB tox	TWEAK Fn14 block	EBV LMP1 NFkB	LRH-1 inv ag	NR2F2 inh	C8 TRAIL sens	TROY signal inh	NCOA2 inhibitor
O=C(CN1CCCc2ccccc21)N/N=C/c1ccccc1	-46	-4	-51	-4	-13	-18	-13	-4	-2	-1	-48
O=C(Nc1c(-c2ccc3c(c2)OCO3)[nH][nH]c1=O)c1ccccc1	-12	2	12	-22	-3	·	17	0	-17	7	12

Next structures follow:
SMILES	SRC1 inh	CF NFkB inh	SRC3 inh	KKLEB tox	TWEAK Fn14 block	EBV LMP1 NFkB	LRH-1 inv ag	NR2F2 inh	C8 TRAIL sens	TROY signal inh	NCOA2 inhibitor
CCN(CC)C(=O)COc1ccc(/C(C)=N/NC(=O)c2ccccc2O)cc1	-80	9	-6	-16	-3	-14	-41	-21	35	-3	-40
CN(Cc1ccncc1)C1CC(=O)N(c2ccc(F)cc2)C1=O (stereo not drawn)	-15	0	8	6	9	4	15	-15	-7	-7	-4
C[C@H]1CN([C@@H](C)CO)C(=O)CCCn2nncc2CO[C@@H]1CN(C)S(=O)(=O)c1cn(C)cn1	-6	1	4	3	-3	0	-3	-19	-5	-18	4
COC(=O)/C(=N/Nc1ccccc1)N1CCCc2ccccc21	13	0	20	-10	-17	-4	1	-20	8	-6	-2
COc1ccc(S(=O)(=O)N2CCCCC2)cc1NC(=O)CCCOc1ccccc1	2	-6	-3	14	2	-9	10	-22	-5	1	11
O=S(=O)(c1cccc2nsnc12)N1CCN(C/C=C/c2ccccc2)CC1	9	9	15	3	8	10	10	12	7	0	6
Cc1ccc(S(=O)(=O)OCC(=O)Nc2ccc(C(=O)O)c(O)c2)cc1	-3	6	-7	-6	20	5	-14	10	-2	-3	7
O=C(Nc1nnc(C2CC2)s1)C1CCCCC1	-45	10	-19	10	2	-8	-10	-15	-5	-29	-38
CSc1cccc(-n2ccc(=O)c(C)c2C)c1	-7	-15	-7	-9	3	-4	7	4	-12	12	-13
O=C(NC(C(=O)N/N=C/c1cccc2ccccc12)c1n[nH]c(=O)c2ccccc12)c1ccccc1 (stereo not drawn)	-5	-19	-7	3	-19	3	3	5	11	6	-11
O=C(NC(=S)NNC(=O)[C@H]1C[C@@H]1c1ccccc1)c1ccc(F)cc1	9	-4	15	-9	-14	1	7	12	14	9	-17
CCCCCCN1C[C@H](n2cc(-c3ccc(F)cc3)nn2)[C@@H](O)C[C@@H]1c1ccc(OC)cc1	-21	1	3	-1	11	2	-2	-1	2	-4	2
Cc1nn(C)c(C)c1CCC(=O)O	-13	-6	12	11	2	6	3	11	-9	-2	-9
Fc1ccc(-n2c(-c3ccc4c(c3)OCO4)n[nH]c2=S)cc1Cl	-30	-5	-18	6	-10	-7	-35	-8	-5	-104	-24
CC(Sc1nc2ccccc2s1)C(=O)N1CCOCC1 (stereo not drawn)	-17	-1	-37	2	-11	-17	-19	-20	-2	-24	-22
OC(CNCc1ccc(Cl)cc1)COc1ccccc1 (stereo not drawn)	7	6	-2	6	-8	12	13	-5	-9	-4	10
O=C(O)C(Oc1ccc2c3c(c(=O)oc2c1)CCC3)c1ccccc1 (stereo not drawn)	-7	-10	14	5	-6	-11	-5	-13	7	-19	-7
CCOc1ccc(C(=O)Nc2cccc(C(=O)O)c2)cc1Cl	-98	-1	-89	9	35	39	-135	0	49	-52	-25
CCCCCOC(=O)c1[nH]c2c(c1C)C(=O)C(C(=O)OC)C(C)C2 (stereo not drawn)	-63	15	-29	-7	-23	-5	-51	-20	23	-26	-2
CC(C)Oc1cc(F)ccc1-c1cc(C(=O)NCCCn2ccnc2)[nH]n1	-19	9	-8	-4	14	·	-10	-10	-16	-4	3
CCOc1ccc(S(=O)(=O)Nc2c(C)n(C)n(-c3ccccc3)c2=O)cc1	-14	2	-28	7	8	0	5	-10	-7	-3	-25
CCOc1ccc(C(=O)NCC(=O)OCC(=O)Nc2nnc(-c3ccccc3)o2)cc1	-4	0	22	4	-4	0	-19	-24	-1	5	11
CC1CCN(c2ccc(C(=O)OCC(=O)NCCN3C(=O)CSC3=O)cc2[N+](=O)[O-])CC1	-55	-11	11	-6	13	-16	-6	12	-4	5	-40
O=C(Nc1ccccc1-c1ccccc1)NC1CCN(CC(=O)N2CCOCC2)CC1	-23	-8	-18	5	1	-1	2	5	-27	-7	8
COc1ccc(OC)c(C2C=C(c3ccc(C)c(C)c3)Nc3nnnn32)c1 (stereo not drawn)	-3	21	12	-18	2	0	-12	-4	-15	20	-9
CCOC(=O)Cc1csc(NC(NC(=O)OCC)(C(=O)OCC)C(F)(F)F)n1 (stereo not drawn)	4	12	-5	-6	-20	-1	0	2	-20	22	-28
Cc1ccc(S(=O)(=O)NCC(=O)N2CCN(c3ccc(F)cc3)CC2)cc1	-4	-8	-10	1	15	-3	6	10	1	1	22
Cc1ccc(-n2nc3c(c2NC(=O)C(C)(C)C)CSC3)c(C)c1	-15	-4	7	12	-7	1	26	-5	6	-1	2
O=C(NC1(C(F)(F)F)N=C2SCCN2C1=O)c1ccco1 (stereo not drawn)	-12	4	-20	6	-5	-5	4	-34	-5	12	10
O=C(c1ccccn1)N1CCCC(N2CCN(Cc3ccc4c(c3)OCO4)CC2)C1 (stereo not drawn)	-12	-19	6	13	-2	-1	-3	6	3	-35	3
CC(=O)c1cccc(N(C(=O)CNC(=O)c2ccco2)C(C(=O)NC2CCCC2)c2ccncc2)c1 (stereo not drawn)	12	-5	-11	6	5	-2	-3	12	-8	6	-15
CCCCCn1c(Sc2ncccn2)nc2c1c(=O)[nH]c(=O)n2C	-14	15	2	-14	-9	2	-4	-3	-17	0	10
O=C(Cn1nnc2ccccc21)C1CC1	-2	-9	14	4	23	-3	-11	-3	-12	0	0
Cc1cc(C)n2nc(SCC(=O)N3CC(C)CC(C)C3)nc2n1 (stereo not drawn)	8	17	5	10	20	8	-10	12	11	10	2
Cn1c(CCN2CCCCC2)nc2cc(NS(=O)(=O)c3ccc(Cl)cc3)ccc21	0	28	4	-13	-4	-3	-6	-26	15	-1	10
O=C(C1=C[C@H](C2CC2)C[C@H](OCCCCO)O1)N1CCN(Cc2ccc3c(c2)OCO3)CC1	9	-6	-2	13	-21	-3	-10	-5	-4	6	10
Cc1ccc(S(=O)(=O)N2[C@@H](c3ccc(Br)cc3)C(C(=O)O)=C[C@H]2C(C)(C)C)cc1	1	9	14	8	26	4	7	-2	2	10	8
CCCc1cc(=O)oc2cc(OCC(=O)NC3CCN(Cc4ccccc4)CC3)ccc12	-3	-6	11	-26	-13	-11	17	9	11	-2	21
COc1ccc2c(c1)C(=O)CC(c1ccc3c(c1)OCCO3)O2 (stereo not drawn)	-40	2	-19	-5	-10	-11	-59	-13	4	-1	-23
C=CCn1c(-c2ccc(F)cc2)n[nH]c1=S	5	-4	16	-3	-9	-4	0	-8	0	-2	-12
O=C(CCNC(=O)c1ccccc1)NNC(=O)c1ccc(F)cc1	-7	16	-5	-8	-8	-2	-15	4	-16	-1	-16
Nc1c(C(=O)c2ccc(F)cc2)oc2ccccc12	-31	3	-13	-6	-20	-12	-18	-4	-8	-35	-27
Cc1ccccc1NC(=O)Cc1nc(COC(=O)CNC(=O)c2ccc(Cl)cc2Cl)cs1	0	-10	2	1	-5	-6	-10	11	-1	-15	-7
CC(=O)OC1OCCOC1NC(=S)Nc1ccc(C)cc1 (stereo not drawn)	2	0	5	14	7	-1	12	2	-6	4	-13
CC(OC(=O)CSc1ccc(F)cc1)C(=O)NC1(C#N)CCCCC1 (stereo not drawn)	11	4	-4	0	16	2	-9	10	-10	14	1
N#CCc1ccc(Oc2ccc([N+](=O)[O-])cn2)cc1	-7	-7	15	8	-19	-1	14	-9	-16	-7	-21
Cc1cccc2cc(C(c3nnnn3Cc3ccccc3)N3CCN(c4ccccc4)CC3)c(=O)[nH]c12 (stereo not drawn)	0	-24	-1	-5	17	9	11	-7	-6	-27	-26
O=C(O)c1cc(-c2cccs2)nc2cc3c(cc12)OCCO3	-10	8	-3	-8	-22	1	5	0	24	-19	-37
CNc1ccc(C=C2C=Cc3ccccc32)cc1	-122	-20	-107	-6	47	-58	-99	-34	20	-3	-10
COc1ccc(Oc2ccc3c(C(F)(F)F)cc(C(F)(F)F)nc3n2)cc1	3	-16	9	-14	8	5	-9	11	1	14	13

Additional records follow.
SMILES	SRC1 inh	CF NFkB inh	SRC3 inh	KKLEB tox	TWEAK Fn14 block	EBV LMP1 NFkB	LRH-1 inv ag	NR2F2 inh	C8 TRAIL sens	TROY signal inh	NCOA2 inhibitor
CCc1cccc(NS(=O)(=O)c2csc(C(N)=O)c2)c1	-8	2	9	-4	2	13	30	14	6	17	21
Cc1ccc(S(=O)(=O)N2CCN(C(=O)Cn3c(=O)oc4ccccc43)CC2)cc1	-56	-16	-27	5	14	-6	-45	-14	12	32	-103
O=C(CCn1cccc1)Nc1cc(F)ccc1F	-5	-4	8	-9	-12	6	15	-5	2	2	-10
N/C(=N\c1nc2ccccc2o1)NC(=O)c1ccccc1	-97	-35	-71	1	-20	-41	-42	-19	-2	-37	-60
